# Screening results (PubChem)
# NS5 inhibitors = flavivirus cap methylation enzyme inhibition – biochemical, confirmation dose response, primary screen (AID 588689); inhibition, % at 25 µM, or IC50 in µM where a hit was titrated; Dengue-2 NS5 methyltransferase capping enzyme assay, biochemical; higher % means a stronger effect; 0.3% of 340,000 active; in the data active = a potency from the dose series; inconclusive = inhibition above about 29% without an active follow-up result
# NTR1 ag = NTR1-driven beta-arrestin-GFP spot formation – imaging, U2OS cells, high content, primary screen (AID 493036); P30989; agonist mode; activation, % at 20 µM; 0.17% of 330,000 active;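 active = activation at or above 40% of the spot to cytoplasm intensity ratio, with at least 20 cells analyzed; inconclusive = wells under 20 cells, flagged as cytotoxic or low count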;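 also: 0% = DMSO without peptide and 100% = 100 nM NTR1 peptide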
# Target sequence (P30989 whole entry, looked up): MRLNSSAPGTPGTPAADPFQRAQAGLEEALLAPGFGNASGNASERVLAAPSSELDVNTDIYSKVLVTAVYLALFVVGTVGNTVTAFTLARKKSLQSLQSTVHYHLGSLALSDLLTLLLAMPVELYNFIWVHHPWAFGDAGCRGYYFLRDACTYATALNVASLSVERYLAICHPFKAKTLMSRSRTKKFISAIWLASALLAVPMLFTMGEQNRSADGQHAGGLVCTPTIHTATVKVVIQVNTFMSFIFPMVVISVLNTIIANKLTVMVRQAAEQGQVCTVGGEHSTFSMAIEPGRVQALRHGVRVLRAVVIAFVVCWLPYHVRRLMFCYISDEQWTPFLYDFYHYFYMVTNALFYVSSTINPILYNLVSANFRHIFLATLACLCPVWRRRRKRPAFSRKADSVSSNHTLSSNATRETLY
# AID2073 = inhibitors of Mint1-CaV2.2 protein interaction, biochemical, HTRF (AID 2073). HTRF protein-protein interaction, Mint1-CaV2.2; higher % means a stronger effect. 0.19% of 290,000 active. inhibition, % at 20 µM; hits with a dose series show IC50 in µM; in the data active = inhibition mostly above about 51%, no sharp cut-off; inconclusive = no clear call, values can overlap the other calls; inactive = mostly below about 53%; also: some results filed as inactive read as strong as hits
# GPR55 beta-arrestin = selective activators of receptor GPR55 – imaging, U2OS cells, beta-arrestin-GFP redistribution, primary screen (AID 1961). activation, % at 10 µM, or EC50 in µM where a hit was titrated. U2OS GPR55 beta-arrestin-GFP redistribution imaging; higher % means a stronger effect. 0.048% of 290,000 active;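 active = activation above 40% with more than 50 cells counted in the well; inconclusive = wells holding fewer than 50 cells, flagged as toxic or sparse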;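 also: U2OS osteosarcoma cells stably expressing GPR55 and beta-arrestin-GFP; plate controls were DMSO negative control for no effect and LPI positive control for full effect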
# UTI89 phage lysis = protection from phage-mediated lysis, alamar blue read-out – E. coli UTI89, K1F phage, bacterial capsule biogenesis inhibitors (AID 488966) | E. coli UTI89 K1F phage lysis, alamar blue, 2 h; higher % means a stronger effect | inhibition, % at 100 µM, or IC50 in µM where a hit was titrated | 0.02% of 340,000 active;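 active = phage lysis inhibition, versus mean bacterial control, above a set limit; inconclusive = no clear call, values can overlap the other calls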;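 also: capsule biogenesis inhibitors block K1F phage lysis so surviving cells raise fluorescence; higher fluorescence means more inhibition of phage lysis; actives were called in the ten point dose series up to 300 µM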
# Siah-1 displacement = blockers of Siah-1 interaction with plectin peptide – biochemical, fluorescence polarization, rhodamine-plectin, uHTS, primary screen (AID 1817). Siah-1 / rhodamine-plectin peptide fluorescence polarization; higher % means a stronger effect. one-dose displacement, % at 20 µM; IC50 in µM for titrated hits. 0.02% of 290,000 active;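 active = displacement of at least 50% at 20 µM, with a fluorescence ratio check between 0.3 and a set limit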;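 also: plate controls were Siah plus tracer with DMSO for no effect and tracer alone without Siah for full effect; strong numbers were not always called active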
# HIV fusion peptide = inhibitors of HIV fusion peptide binding, primary screen, biochemical, uHTS, fluorescence dequenching (AID 1986) | one-dose inhibition, % at 20 µM; IC50 in µM for titrated hits | 0.3% of 290,000 active | cell-free peptide binding, fluorescence dequenching, 30 min; higher % means a stronger effect; in the data active = inhibition mostly above about 52%, no sharp cut-off; inactive = mostly below about 76%; also: some results filed as inactive read as strong as hits
# GPR35 arrestin U2OS = GPR35 antagonists blocking zaprinast-driven arrestin recruitment, primary screen, imaging, U2OS, beta-arrestin-GFP, zaprinast agonist (AID 2058). 0.052% of 290,000 active. U2OS GPR35 beta-arrestin-GFP translocation imaging, zaprinast antagonism; higher % means a stronger effect. inhibition, % at 10 µM; hits with a dose series show IC50 in µM;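 active = inhibition of at least 50% with at least 30 cells and total cytoplasm GFP at most 10,000,000; inconclusive = under 30 cells or total GFP of 10,000,000 plus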
# GPR55 LPI antagonism = inhibition of LPI-stimulated GPR55 beta-arrestin translocation – imaging, U2OS, beta-arrestin-GFP, LPI agonist, primary screen (AID 2013); U2OS GPR55 beta-arrestin-GFP translocation imaging, LPI antagonism; higher % means a stronger effect; one-dose inhibition, % at 10 µM; IC50 in µM for titrated hits; 0.13% of 290,000 active;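 active = spots per cell inhibited over 60%, with over 100 cells counted and total cytoplasm intensity under 500,000; inconclusive = wells with under 100 cells, flagged as likely toxic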;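 also: U2OS cells stably carrying GPR55 and arrestin-GFP stimulated by 5 µM LPI near EC80; imaged beta-arrestin-GFP aggregate spots per cell after agonist stimulation; plate controls were LPI-stimulated DMSO wells for no effect and DMSO wells without LPI for full effect; some results filed as inactive read as strong as hits; confirmed hits need IC50 under 10 µM and bright autofluorescent wells are also inconclusive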
# NTR1 ag cell count 20 µM = further read-out of NTR1 ag, marked with its call; cell count; measured here: cell count, cytotoxicity flag
# NS5 inhibitors pilot replicate = further read-out of NS5 inhibitors, marked with its call; inhibition, %; measured here: pilot screen replicate inhibition
# * marks the source's active call; other numbers are inactive results; u = inconclusive; x = not tested or not shown; & = joins results of further samples; [ ] = remark or other dose.
SMILES,NS5 inhibitors,NTR1 ag,NTR1 ag cell count 20 µM,AID2073,GPR55 beta-arrestin,UTI89 phage lysis,Siah-1 displacement,HIV fusion peptide,GPR35 arrestin U2OS,GPR55 LPI antagonism,others
COc1ccccc1OCCC(=O)OCC(=O)Nc1ncc(Cl)cc1Cl,x,-0.6,54,2%,-0.1%,0.2%,0%,-1.6%,1%,-5%,
Cc1ccc(C(=O)/C=C/c2ccc(F)cc2)o1,-10%,-0.1,43,7%,0.6%,3.1%,-3%,-0.4%,-3%,9%,
CC(C)N1C(=O)CCC1C(=O)NCc1ccc(F)cc1Cl (stereo unspecified),-1%,2.4,92,-1%,-0.3%,0.2%,-5%,-0.3%,-8%,-3%,
CCSc1nc2sc3c(c2c(=O)n1-c1ccc(OC)cc1)CCN(C)C3,-21%,3.0,60,10%,-0.1%,0.0%,2%,0.6%,9%,-1%,
CC(C)CNC(=O)c1ccc(NC(=O)c2ccccc2[N+](=O)[O-])cc1,-4%,-0.2,47,-2%,-0.1%,0.9%[50 µM],-3%,0.7%,-16%,5%,
O=[N+]([O-])c1ccc(-n2nnnc2-c2ccccc2)cc1,8%,0.8,75,37%,0.8%,0.0%,4%,2.7%,0%,10%,
Cc1ccc(S(=O)(=O)n2nc(-n3c(C)ccc3C)c3c(F)cccc32)c2ccccc12,x,0.0,58,27%,0.0%,x,-1%,1.9%,15%,-7%,
CC(=O)Nc1ccc(S(=O)(=O)NCCc2cc3c(C)ccc(C)c3[nH]c2=O)cc1,2%,2.7,46,-3%,-0.1%,0.4%,2%,-1.6%,1%,3%,
COC(=O)c1ccc(COc2ccc(/C=C/C(=O)c3ccc(OC)c(CSCC(=O)O)c3)cc2OC)cc1,3%,3.9,39,55%,-0.1%,-0.2%,39%,43%,-2%,-2%,
CCCn1c(N)cc(=O)n(CCC)c1=O,-9%,0.1,31,10%,0.5%,0.1%,3%,-1.2%,-13%,6%,
O=[N+]([O-])c1cccc(/C=N/N2CCN(Cc3ccccc3)CC2)c1,4%,0.7,40,11%,0.1%,9.1%,0%,-0.4%,-12%,15%,
O=C1CN(C(=O)CN2CCOCC2)C(c2ccccc2)c2cc(Br)ccc2N1 (stereo unspecified),-5%,1.4,82,-4%,-0.1%,-1.1%,-3%,0.4%,12%,-3%,
Cc1cccc(-n2c(=O)[nH]c3c(C(N)=O)nc(-c4ccccc4Cl)nc32)c1,3%,14,59,-3%,-0.1%,0.2%,1%,-0.5%,1%,-2%,
CCS(=O)(=O)CCSc1nc2c(cc1C#N)CCCC2,-2%,-0.9,41,9%,-0.2%,1.9%,-3%,-1.3%,9%,8%,
C/C(CC(=O)Nc1ccccn1)=N\NC(=O)c1ccc(C)cc1,-4%,2.9,72,-7%,0.2%,4.3%[50 µM],2%,-3.1%,-3%,2%,
CC1CCN(c2nc(/C=C/c3ccccc3)nc3ccccc23)CC1,2%,5.5,58,19%,0.2%,2.5%[50 µM],5%,2.2%,7%,7%,
Cc1nn(C)cc1CN1CCC(CO)(CCOc2ccccc2)CC1,-8%,-0.1,64,-4%,0.1%,0.1%,-4%,-0.3%,0%,-3%,
COc1ccc(C(=O)Nc2ccnn2C2CCN(C(C)CSC)CC2)cc1 (stereo unspecified),5%,0.3,64,3%,-0.3%,0.1%,2%,1.8%,-2%,1%,
CN(C)CCC(c1ccccc1)c1ccccn1 (stereo unspecified),-4%&-7%&-6%,5.5&-1.2,61&45,10%,0.5%,0.0%&2.0%&-2.0%,-3%,0.3%,10%,-9%,
O=C(c1cc(-c2ccc(Cl)s2)nc2ccccc12)N1CCCC1,-3%,-0.6,49,15%,-0.1%,-0.9%[50 µM],13%,1.0%,12%,3%,
O=C(CN1CCN(C(c2ccccc2)c2ccccc2)CC1)N1CCN(c2ccccc2)CC1,x,2.8,44,3%,0.0%,x,-1%,-0.9%,9%,-1%,
Cn1c(C(=O)O)cc2cc(F)ccc21,-1%,-1.0,63,10%,0.0%,0.2%,-5%,-0.8%,13%,-23%,
COc1cc2c(cc1OC)C1=NC(=O)CN1C(SCc1ccccc1C)=N2,-1%,5.8,84,-10%,1.1%,-0.5%,0%,6.3%,-9%,-1%,NS5 inhibitors pilot replicate=2.7
Cc1ccc(C)c(NC(=S)NC2CC3CCCC(C2)N3CC(C)C)c1 (stereo unspecified),-7%,-3.0,90,1%,-0.3%,0.3%,7%,1.8%,4%,-1%,
N/C(=N\OC(=O)C(c1ccccc1)c1ccccc1)c1ccccn1,-3%,1.1,42,-2%,-0.4%,0.0%,1%,-0.7%,-4%,5%,

# Taken from the listing (3 entries):
SMILES,NS5 inhibitors,NTR1 ag,NTR1 ag cell count 20 µM,AID2073,GPR55 beta-arrestin,UTI89 phage lysis,Siah-1 displacement,HIV fusion peptide,GPR35 arrestin U2OS,GPR55 LPI antagonism,others
COc1ccccc1OCCC(=O)OCC(=O)Nc1ncc(Cl)cc1Cl,x,-0.6,54,2%,-0.1%,0.2%,0%,-1.6%,1%,-5%,
Cc1ccc(C(=O)/C=C/c2ccc(F)cc2)o1,-10%,-0.1,43,7%,0.6%,3.1%,-3%,-0.4%,-3%,9%,
CC(C)N1C(=O)CCC1C(=O)NCc1ccc(F)cc1Cl (stereo unspecified),-1%,2.4,92,-1%,-0.3%,0.2%,-5%,-0.3%,-8%,-3%,

# Continuation.
SMILES,NS5 inhibitors,NTR1 ag,NTR1 ag cell count 20 µM,AID2073,GPR55 beta-arrestin,UTI89 phage lysis,Siah-1 displacement,HIV fusion peptide,GPR35 arrestin U2OS,GPR55 LPI antagonism,others
C#CCNC(=O)C(C)c1ncc(C(F)(F)F)cc1Cl (stereo unspecified),-4%,2.1,39,9%,0.2%,-1.5%,-4%,0.1%,-4%,6%,
CC1=C/C(=N\N=C2\NC(=O)C(CC(=O)Nc3ccccc3)S2)CC(C)(C)C1 (stereo unspecified),-2%,0.7,81,-3%,-0.1%,0.1%,-1%,2.6%,-2%,-8%,
COC(=O)C(Cc1ccc(OC(=O)c2ccc(C(F)(F)F)cc2)cc1)N1Cc2ccccc2C1=O (stereo unspecified),7%,7.2,65,15%,0.3%,-0.2%,3%,-3.3%,-10%,-15%,
CCc1nc(C)c(C(=O)N2CCCC(C(=O)Nc3cccc(-c4cccc(C)c4)c3)C2)o1 (stereo unspecified),-1%,3.6,33,5%,1.1%,-0.2%,-3%,1.4%,-10%,-21%,
O=C(NCc1ccccc1)c1onc(CSc2ccccc2)c1C(=O)NCC1CC1,2%,6.1,60,9%,-0.2%,-0.7%,-2%,-0.3%,-2%,7%,
COc1ccccc1C1CC(c2ccccc2)=NN1C(=O)c1ccccc1 (stereo unspecified),-13%,4.5,46,4%,0.0%,0.1%,2%,-0.4%,2%,-8%,
Cc1ccc(CN2C(=O)CSc3ccc(C(=O)NCCN4CCOCC4)cc32)cc1,-1%,0.5,48,-7%,0.1%,0.3%,2%,-1.4%,3%,12%,
O=C(Nn1cnnc1)C1Cc2ccccc2CN1S(=O)(=O)c1ccc(F)cc1 (stereo unspecified),-1%,3.2,83,2%,-0.5%,0.0%,-1%,-0.4%,4%,10%,NS5 inhibitors pilot replicate=-2.3
CCOc1cccc2sc(N(CCN(C)C)C(=O)c3cc4ccccc4cc3OC)nc12,-4%,30,49,5%,0.3%,0.0%,-1%,-1.6%,-13%,-11%,
Cc1c(CCO)c(=O)[nH]n1C(=O)c1c(F)cccc1F,-3%,-1.9,77,4%,0.6%,0.7%,0%,-1.9%,-11%,1%,
COc1ccc(-c2cc(C(=O)Nc3sc4c(c3C#N)CCCC4)c3ccccc3n2)cc1OC,-4%,-1.0,59,33%,0.0%,0.8%,2%,3.7%,-3%,-2%,
Cc1ccc(C(O)CN2C3=NCCN3c3ccccc32)cc1 (stereo unspecified),0%,1.0,47,-2%,-0.2%,-0.2%,-3%,-2.2%,-6%,5%,
O=C(NCCc1ccccc1)c1c(F)c(F)c(F)c(F)c1F,-7%,2.0,63,3%,-0.3%,0.3%,0%,2.8%,-6%,2%,
CC1(C)CC(=O)c2cnc(NCc3ccco3)nc2C1,x,0.7,59,1%,-0.5%,0.7%,6%,2.9%,1%,8%,
COc1ccc(S(=O)(=O)NC(C(C)C)C(C)C)cc1OC,-1%,-1.4,57,-8%,-0.2%,-0.2%,-3%,-0.6%,-5%,3%,
Cc1cccc2c(C(=O)N3CCN(c4ccccc4)CC3)cc(-c3ccncc3)nc12,-4%,5.8,39,17%,-0.1%,-0.2%,0%,2.3%,-12%,0%,
O=C(NCC1CCCO1)c1ccc(NC(=O)C2C3C=CC(C3)C2C(=O)O)cc1 (stereo unspecified),1%,-2.9,100,41%,0.0%,0.5%,2%,5.6%,19%,25%,
CCNc1c(NS(=O)(=O)c2ccc([N+](=O)[O-])cc2)c(=O)oc2ccccc12,-7%,1.1,44,-6%,-0.2%,0.1%,-3%,-0.1%,5%,2%,
CC(=O)Nc1nc2ccccc2n1Cc1ccccc1C,-7%,-2.0,67,1%,-0.1%,3.6%,2%,1.2%,0%,10%,
COc1ccc(-c2cc(C(=O)NCc3cn(C)nc3C)c3ccccc3n2)cc1OC,-4%,0.9,39,15%,-0.2%,-0.2%,2%,-1.5%,-3%,14%,
Cc1cc(S(=O)(=O)n2cnc3ccccc32)c(C)cc1Cl,6%,-1.7,65,0%,-0.4%,0.2%,3%,0.2%,-2%,-7%,
COc1ccc(N=C2S/C(=C\c3ccc(N4CCOCC4)o3)C(=O)N2CCc2c[nH]c3ccccc23)cc1,-23%,-2.6,45,-16%,11%,-0.2%,-2%,14%,1.5µM*,u,
CCCC(=O)Nc1cc(C(=O)O)ccc1Sc1ccc(C)cc1,-2%,0.7,29,-6%,0.5%,0.2%,2%,1.1%,1%,-7%,
Cc1c(NC2(C#N)CCCCC2)c(=O)n(-c2ccccc2)n1C,1%,0.2,35,-11%,0.6%,-0.6%,8%,0.1%,13%,-5%,
CC(C)(C)NC(=O)CN(C(=O)C1(C)CC(=O)N=C2C=CC=CN21)C1CCCC1 (stereo unspecified),-5%,-0.4,56,9%,0.0%,-0.9%,-2%,0.1%,11%,16%,
CC(=O)NCCOC(=O)Nc1sc(=S)n(C)c1C,0%,-2.3,89,-34%,1.7%,0.1%,7%,-0.6%,-7%,7%,
Cc1c(C(=O)O)sc2nc(-c3cccs3)cc(C(F)(F)F)c12,11%,-0.2,45,-2%,-0.1%,0.1%,6%,33%,25%,8%,
